Assay outcomes as filed in PubChem.
Arr AP2 block = inhibitors of beta-arrestin/AP2 binding, primary screen, biochemical, GPCR trafficking, flow cytometry; beta-arrestin 1 C-terminal peptide binding to AP2 beta2-adaptin appendage (human); FITC-arrestin peptide / GST-AP2 beads; AP2 beta2 appendage carries R879A mutation; inhibition, % at 10 µM; actives 0.31% (n = 340,000);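 active = inhibition above a set limit, near 3 SD of compounds lacking own fluorescence, cut at about 54% in these data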;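 also: plate controls were DMSO wells for no effect and 5 µM unlabelled arrestin peptide for full effect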
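System: GST-AP2 R879A glutathione beads. Medium: PBS with 0.05% Tween 20 and 0.1% BSA. Also added: FITC-arrestin peptide, 50 nM. Incubation: 12 min plus 1 h, RT. Measured by: high-throughput flow cytometry of beads, ex 488, em 535 nm. Evaluation: percent drop in bead-associated FITC signal.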
V-ATPase pHluor = regulators of yeast V-ATPase proton pumping, primary screen, pHLuorin cytosolic pH fluorescence; S. cerevisiae; response, % at 10 µM; actives 0.37% (n = 350,000); in the data active = response mostly above about 7.3%, no sharp cut-off; inactive = mostly below about 5.4%; also: actives read high; inactives centre near 0; some compounds called inactive have numbers as strong as hits; reference of the scale not given here
OPRM1-OPRD1 inv = inverse agonists of MOR-DOR heterodimerization, primary screen, cell-based, luminescence | Mu-type opioid receptor (Homo sapiens) + Delta-type opioid receptor (Homo sapiens), … | inhibition, % at 9.3 µM | cell-based MOR-DOR heterodimer luminescence, inverse agonism | AID 504357, 2011 | actives 0.21% (n = 340,000); in the data active = inhibition above about 22%, passing the limit was not always enough;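 also: 0% = cells with DMSO and 100% = wells without cells with DMSO; values of inactives mirror those of a sister screen read the other way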
Target sequence (P35372 whole entry, looked up): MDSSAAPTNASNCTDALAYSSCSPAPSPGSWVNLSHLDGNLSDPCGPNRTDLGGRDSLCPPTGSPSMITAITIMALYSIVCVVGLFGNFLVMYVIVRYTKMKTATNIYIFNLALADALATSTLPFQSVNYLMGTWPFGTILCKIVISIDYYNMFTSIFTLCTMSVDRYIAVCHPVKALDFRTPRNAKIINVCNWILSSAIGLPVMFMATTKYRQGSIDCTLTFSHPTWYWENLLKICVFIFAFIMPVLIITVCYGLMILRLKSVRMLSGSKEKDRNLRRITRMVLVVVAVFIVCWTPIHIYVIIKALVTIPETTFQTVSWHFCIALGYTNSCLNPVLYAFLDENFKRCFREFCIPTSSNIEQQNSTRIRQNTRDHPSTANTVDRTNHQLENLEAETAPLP
Target sequence (P41143 whole entry, looked up): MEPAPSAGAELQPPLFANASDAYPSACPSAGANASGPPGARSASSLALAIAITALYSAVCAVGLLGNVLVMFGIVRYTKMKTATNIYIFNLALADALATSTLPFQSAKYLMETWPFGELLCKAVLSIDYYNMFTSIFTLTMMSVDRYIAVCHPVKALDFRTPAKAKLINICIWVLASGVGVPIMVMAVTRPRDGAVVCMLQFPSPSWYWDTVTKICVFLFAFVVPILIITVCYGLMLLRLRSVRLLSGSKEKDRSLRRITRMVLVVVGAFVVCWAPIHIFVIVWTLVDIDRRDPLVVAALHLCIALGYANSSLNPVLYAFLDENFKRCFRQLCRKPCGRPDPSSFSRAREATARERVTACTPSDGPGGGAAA
Pemphigus Ab inh = inhibitors of pemphigus antibody binding to DSG3, primary screen, biochemical, bead-based, flow cytometry, scFv-GFP. Desmoglein-3 (Homo sapiens), P32926. DSG3-coupled beads, scFv-anti-DSG3-GFP binding; stronger effect = lower value. binding (percent of control), % at 10 µM. actives 0.48% (n = 310,000). AID 588358, 2011;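 active = binding more than 3 SD below its plate's average and above zero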;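 also: hits lower antibody fragment binding to DSG3; some compounds called inactive have numbers as strong as hits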
RTF Ca sens inh = cardiac RTF calcium sensitivity inhibitors, primary screen, biochemical, IANBD-TnC fluorescence, EC70 calcium | IANBD-labeled cardiac RTF, Ca2+ fluorescence | Troponin I, cardiac muscle (Homo sapiens) + Troponin T, cardiac muscle (Homo sapiens) + … | AID 493244, 2011 | inhibition, % at 7.15 µM | actives 0.12% (n = 340,000);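 active = inhibition above the mean inhibition of all tested compounds plus 3 SD, cut at about 17% in these data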;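 also: assay run at fixed EC70 calcium of 1.6 mM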
Wnt bcat act = Wnt/beta-catenin pathway activators, primary screen, cell-based, plate reader, single point; Wnt/beta-catenin reporter cell assay, activator; activation, % at 9.35 µM; actives 1.2% (n = 300,000); AID 743398, 2014; in the data active = activation above about 30%, passing the limit was not always enough;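 also: 0% = neutral control wells and 100% = positive control wells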
Keap1-Nrf2 PPI = Keap1-Nrf2 protein-protein interaction inhibitors, primary screen, biochemical, fluorescence polarization, single point; Kelch-like ECH-associated protein 1 (Homo sapiens), Q14145; Keap1 Kelch-Nrf2 peptide fluorescence polarization, 1536-well; inhibition, % at 9.4 µM; actives 0.15% (n = 340,000); AID 504523, 2011; in the data active = inhibition above about 12%;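 also: human Keap1 Kelch domain with fluorescein labeled Nrf2 9mer peptide probe; 0% = neutral control wells and 100% = peptide positive control; higher means more block of Keap1 binding to Nrf2 peptide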
cardiac RTF act = cardiac RTF calcium sensitivity activators, primary screen, biochemical, IANBD-TnC fluorescence, EC20 calcium; Troponin I, cardiac muscle (Homo sapiens) + Troponin T, cardiac muscle (Homo sapiens) + …; IANBD-labeled TnC RTF fluorescence at EC20 calcium; 0% EC20 calcium, 100% full calcium; activation, % at 7.2 µM; actives 0.24% (n = 340,000);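 active = activation above the mean over all tested compounds plus 3 SD, cut at about 30% in these data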;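 also: rise in fluorescence read as greater calcium sensitivity of cardiac thin filaments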
LANA DNA inh = inhibitors of KSHV C-LANA binding to DNA, primary screen, biochemical, fluorescence polarization, FAM-LBS DNA, MBP-C-LANA, single point. inhibition, % at 9 µM. Kaposi's sarcoma herpesvirus LANA C-terminal domain (residues 932-1162) DNA binding. actives 0.078% (n = 340,000);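 active = highest replicate inhibition at or above 60% at 9 µM, even if other replicates fall short; inactive = all replicates below 60% inhibition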;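 also: 0% = neutral control wells and 100% = 4 µM acridine orange control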
MOR-DOR ag = agonists of OPRM1-OPRD1 heterodimerization, primary screen, cell-based, luminescence; cells; Mu-type opioid receptor (Homo sapiens) + Delta-type opioid receptor (Homo sapiens), …; activation, % at 9.3 µM; actives 0.3% (n = 340,000); in the data active = activation above about 18%;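 also: 0% = vehicle-treated cells and 100% = reference agonist; values of inactives mirror those of a sister screen read the other way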
* marks the source's active call; other numbers are inactive results; / = not tested or not shown.

SMILES	Arr AP2 block	V-ATPase pHluor	OPRM1-OPRD1 inv	Pemphigus Ab inh	RTF Ca sens inh	Wnt bcat act	Keap1-Nrf2 PPI	cardiac RTF act	LANA DNA inh	MOR-DOR ag
COc1ccc(NS(=O)(=O)c2ccc(N3CC(O)=C(c4ccccc4)C3=N)cc2)cc1	1	-4	17	83	-10	0	3	-2	1.4	-3.5
O=c1c(C=NCCCn2ccnc2)c(-c2ccccc2)[nH]n1-c1nc2ccccc2s1	10	1	16	107	4	/	-5	0	-1.7	-2.8
CN(Cc1ccccc1)C(=O)c1[nH]cnc1C(=O)NC1CCN(C(=O)OC(C)(C)C)CC1	5	4	-5	108	-12	2	-3	12	1.8	0.9
Cc1ccc(OCCn2c(=O)n(C)c3ccccc32)cc1	14	-2	15	99	-9	13	-2	-2	-1.0	-2.9
COc1ccc(N(CCCN2C(=O)c3cccc4cccc(c34)C2=O)C(=O)c2cccs2)cc1	-6	3	11	99	-3	-13	3	1	-0.9	-1.5
Cc1cc(C(=O)NNC(=O)c2cccc(C(F)(F)F)c2)no1	-8	-2	14	110	-3	6	-1	9	-0.7	-2.8
O=C(Cc1ccc(Cl)cc1)NNC(=O)c1ccco1	25	3	10	104	2	-1	-5	-2	0.1	-1.4
O=C(NCC(=O)N1CCCCC1)c1ccc(Cl)cc1Cl	24	-1	7	95	-3	/	1	7	-0.7	-1.2
Cc1ccc(-c2csc(NC(=O)c3cnccn3)n2)cc1C	4	3	4	109	4	1	0	10	-0.4	-0.8
O=C(COC(=O)/C=C/c1ccc2ccccc2n1)NNC(=O)c1ccc([N+](=O)[O-])cc1	-8	-1	-3	100	-4	4	2	-7	1.1	0.5
CCOC(=O)N1CCC(Nc2nc3ccccc3nc2NS(=O)(=O)c2ccc(Cl)cc2)CC1	1	2	5	103	-9	15	-7	17	3.0	-0.9
CCN(CC)S(=O)(=O)c1ccc2c(c1)oc(=O)n2CC(=O)NC1CCCCC1	-8	2	15	105	-10	0	-5	-3	-0.8	-2.8
Cn1cc(C(=O)NCC2COc3ccccc3O2)c(=O)c2cc(S(=O)(=O)N3CCCCC3)ccc21 (centres undefined)	10	-3	-6	93	-34	/	1	10	0.4	1.0
COc1cc(S(=O)(=O)N(CCc2ccccc2)Cc2cccs2)ccc1-n1cnnn1	2	4	9	104	2	-2	-2	-11	2.5	-1.5
Cc1cc(=O)[nH]c(SCC(=O)N2CCN(C(c3ccccc3)c3ccccc3)CC2)n1	2	-2	18	103	-1	/	-1	-4	1.1	-3.1
C=COCCNC(=O)C(=O)NCC(C)C	10	-4	10	103	-8	/	-1	0	1.5	-1.7
Cc1ccc(S(=O)(=O)CCN2C=CC(C(F)(F)F)=NCC2)cc1	-1	-3	/	98	/	0	-9	/	0.4	/
CCSCc1nnc(SCC(=O)c2ccc(OC)cc2)n1C	-3	7	18	100	7	-1	-2	3	1.5	-3.3
Cc1cc(C)cc(NC(=O)Cn2c(=O)oc3cc(S(=O)(=O)N4CC(C)CC(C)C4)ccc32)c1 (centres undefined)	97*	3	-35	104	-9	-7	1	0	-1.0	6.2
CCCCNC(=O)CCn1nc(-c2ccc(Cl)cc2)ccc1=O	1	1	20	95	-12	0	-4	-6	-1.2	-4.0
COc1ccsc1C(=O)N1CCN(Cc2ccc3c(c2)OCO3)CC1	-2	-3	7	93	12	-7	-2	3	0.0	-1.4
CC(=O)c1sc(NC(=O)c2ccc(COc3ccccc3Cl)o2)nc1C	-7	0	16	129	-10	0	-3	-4	-0.8	-3.5
OCC[C@@H]1C[C@@H](O)[C@H](O)[C@@]2(Cc3ccccc3CO2)O1	20	-2	9	102	-2	-3	-1	0	-2.7	-1.7
Cc1cc(C)cc(OCc2ccc(C(=O)NN)o2)c1	-12	12	0	/	-5	3	-6	2	0.9	-0.1
O=C(c1csc2ccccc12)n1cccn1	-2	4	4	94	-4	-1	3	2	-1.0	-0.8
COc1ccc([C@@H]2[C@@H](C(=O)C(C)(C)C)N3N=Cc4ccccc4[C@@H]3C23C(=O)OC(C)(C)OC3=O)cc1OC	-12	-3	9	106	-3	-1	-2	10	0.5	-1.6
Cc1ccc(NC(=O)CN2C(=O)COc3ccc(S(=O)(=O)N4CCOCC4)cc32)cc1F	13	-4	5	102	-1	1	-4	3	0.5	-1.0
CC(=O)c1nnn(-c2cccc(C#N)c2)c1C	29	13*	-3	111	-15	2	-4	24	1.0	0.6
CCCCn1c(N)c(N(CCOC)C(=O)CSCc2cccc(C)c2)c(=O)[nH]c1=O	32	1	18	100	-26	-4	/	9	/	-3.5
O=C(NC1=NCCS1)c1cccc(OC(F)F)c1	4	-1	8	96	-1	9	-3	7	-0.7	-1.4
Cc1ccc(NC(=O)C(C)OC(=O)/C=C/c2ccccc2)cc1 (centres undefined)	4	-1	0	103	-4	0	1	-1	0.6	0.0
CCCCOc1ccc(C(=O)Nc2ccc3c(c2)C(=O)NC3=O)cc1	25	-1	1	102	-6	-3	2	-8	0.8	-0.2
CSc1nc(-c2ccccc2)nc(NC(=O)C(C)C)c1C(C)=O	-32	-73	12	104	-5	-1	5	-3	0.9	-2.5
CNC(=S)N(CCCN(C)C)Cc1cc2cc3c(cc2[nH]c1=O)OCCO3	-15	0	-4	111	-1	1	-3	2	-2.1	0.8
O=[n+]1c2c(n([O-])c3c1CCC3)CCCC2	28	-4	11	101	-9	1	-1	-2	0.9	-2.6
Clc1ccccc1-c1nnc(-c2cccnc2)o1	-6	2	6	117	1	15	2	4	-1.3	-1.2
Cc1ccc(N=Cc2c(O)[nH]c3ccccc23)c([N+](=O)[O-])c1	21	2	-5	84	6	13	-4	-2	0.2	0.9
COc1ccc(C#Cc2c(-c3ccc(OC)cc3)oc3ccc(-c4ccc5c(c4)OCO5)cc23)cc1	-12	-3	12	97	-7	-2	-2	4	0.9	-2.6
CN1CCN(c2nc3c(c(=O)n(C)c(=O)n3C)n2Cc2ccc(F)cc2)CC1	4	-4	17	100	-2	0	-4	2	-1.0	-3.5
CCn1c(-c2cc3ccccc3cc2O)n[nH]c1=S	12	-3	16	113	3	0	-3	2	-0.5	-3.2

Quoted from the listing.
Under cardiac RTF act, O=C(Cc1ccc(Cl)cc1)NNC(=O)c1ccco1 has the entry -2
Under LANA DNA inh, Cc1ccc(-c2csc(NC(=O)c3cnccn3)n2)cc1C has the entry -0.4

Next part.
SMILES	Arr AP2 block	V-ATPase pHluor	OPRM1-OPRD1 inv	Pemphigus Ab inh	RTF Ca sens inh	Wnt bcat act	Keap1-Nrf2 PPI	cardiac RTF act	LANA DNA inh	MOR-DOR ag
COCCNC(=O)Cn1nc(-c2ccc(Cl)cc2)c2ccccc2c1=O	64*	0	8	104	-1	0	1	-2	-2.1	-1.8
O=C(CSc1ccc2ccccc2n1)NCCCN1CCCC1=O	-2	-4	0	106	-4	-5	-1	0	2.0	-0.1
NC(=O)NC(Cc1ccccc1)C(=O)O (centres undefined)	-17	0	5	102	6	-2	0	0	-0.4	-0.9
N#Cc1ccc(Oc2ccc(NC(=O)C3CC=CCC3C(=O)O)cc2)cc1 (centres undefined)	-12	-2	2	100	-2	-1	-4	10	2.3	-0.4
CCOC(=O)COc1nc(Nc2ccccc2C)nc(N(C)C)n1	2	5	-3	97	-5	/	-2	8	-2.5	0.6
O=C(COC(=O)Cc1ccc(S(=O)(=O)N2CCOCC2)s1)NCc1ccccc1	28	-4	-31	108	-6	/	-3	9	-2.0	5.5
NC1(C(=O)O)CC1	-7	3	5	101	-2	-11	-4	2	0.7	-0.9
NC(=O)CC(NC(=O)c1ccccc1)c1ccc(N2CCc3ccccc3C2)c([N+](=O)[O-])c1 (centres undefined)	5	2	11	103	6	-3	1	-5	-0.1	-1.8
COCCNC(=O)CCc1nc(-c2ccccc2)no1	-1	-1	13	/	-2	-2	-4	-7	-3.8	-3.2
CCOC(=O)c1nn(-c2ccccc2)cc1O	-4	1	15	87	-1	15	-4	-2	-0.8	-3.0
O=C(O)CSc1ccc(S(=O)(=O)N2CCCC2)cn1	-4	2	2	/	-5	-2	2	5	-0.1	-0.6
C/C(=C\c1ccccc1)C(=O)N1CCN(c2cccc(C(F)(F)F)c2)CC1	-11	1	-44	106	-6	-3	-1	-1	3.7	8.4
CC(C)(C)C(=O)Nc1cccc(S(=O)(=O)NC2=NCCC2)c1	27	1	21	106	-4	4	-2	4	-1.3	-3.9
COc1ccc(/C(O)=C2/C(=O)C(=O)N(CCCN(C)C)C2c2ccccc2)cc1OC (centres undefined)	5	3	2	103	-5	/	-5	4	1.5	-0.3
Cc1cccc(NC(=O)CSc2nnc(CNC(=O)c3ccco3)o2)c1	18	4	8	104	-8	-1	5	-7	-1.0	-1.5
COc1ccc(NC(=O)CN(C)C(=O)c2ccc3ccccc3n2)cc1	2	-3	13	96	1	4	-2	-2	-1.9	-2.7
CCOc1cc(C2NC(=O)NC(c3ccccc3)=C2C(=O)c2ccccc2)c(Br)cc1OCC(=O)O (centres undefined)	33	3	13	100	1	-1	3	-1	0.5	-2.5
CN(CC(=O)Nc1cc(S(=O)(=O)N2CCCC2)ccc1Cl)Cc1cccs1	9	-4	22	104	-9	-4	-6	5	-0.1	-4.4
COc1ccc(C(=O)OCC(=O)c2ccc(C)c(S(=O)(=O)N3CCOCC3)c2)cc1OC	0	-3	4	103	-10	-5	-2	-1	-0.8	-0.8
O=c1c[n+]([O-])c2ccccc2n1OCc1c(F)cccc1F	5	-1	3	97	-6	0	-4	2	-1.3	-0.5
O=C(N/N=C/c1cc([N+](=O)[O-])ccc1N1CCNCC1)c1ccc([N+](=O)[O-])cc1	19	-4	-41	/	-7	/	-1	16	-1.5	7.4
CCN1C(=O)[C@H]2[C@@H](c3ccc(-c4ccc(F)cc4)c(OC)c3)N[C@@](C)(C(=O)OC)[C@H]2C1=O	-3	-4	8	103	-6	-2	-9	8	2.7	-1.4
O=C(CSc1ccc2nnc(-c3ccccc3)n2n1)N1CCCCC1	6	0	18	94	-16	-2	1	1	1.1	-3.5
CCn1c(=O)cc(SCC(=O)N2CCN(c3ccccc3OC)CC2)c2ccccc21	-7	-1	18	101	-6	/	4	0	-0.1	-3.4
